Screening results (PubChem)
TDP1 block – blocks human tyrosyl-DNA phosphodiesterase 1; Q9NUW8; recombinant TDP1, AlphaScreen DNA substrate cleavage; Potency, µM (titrated, usually from 130 µM), without a hit: at the highest dose activity change, negative = inhibition, actives largely listed as inhibitors; hit rate 0.28% among 350,000; AID 485290; also: nearly all actives have a fitted effect of over 40% in size
Target sequence (Q9NUW8 whole entry, looked up): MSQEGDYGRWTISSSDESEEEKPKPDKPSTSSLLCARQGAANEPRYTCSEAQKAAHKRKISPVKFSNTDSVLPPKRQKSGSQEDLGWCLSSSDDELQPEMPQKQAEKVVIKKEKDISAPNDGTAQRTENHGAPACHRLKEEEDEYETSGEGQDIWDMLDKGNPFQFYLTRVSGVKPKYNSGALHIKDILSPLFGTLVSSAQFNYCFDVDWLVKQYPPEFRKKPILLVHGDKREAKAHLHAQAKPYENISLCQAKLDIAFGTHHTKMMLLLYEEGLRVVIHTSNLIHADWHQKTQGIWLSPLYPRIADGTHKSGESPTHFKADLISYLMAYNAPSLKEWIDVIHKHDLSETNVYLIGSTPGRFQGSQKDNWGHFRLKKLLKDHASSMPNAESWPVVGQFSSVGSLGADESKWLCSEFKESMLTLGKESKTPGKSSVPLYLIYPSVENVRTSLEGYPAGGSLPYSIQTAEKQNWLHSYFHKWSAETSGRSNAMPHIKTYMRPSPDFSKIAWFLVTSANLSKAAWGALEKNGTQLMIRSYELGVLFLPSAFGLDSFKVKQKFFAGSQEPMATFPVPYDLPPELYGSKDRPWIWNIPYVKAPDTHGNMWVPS
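Steps: enzyme plus compound, 15 min RT; add biotin/phosphotyrosine-FITC oligonucleotide (15 nM final), react 5 min; add donor/acceptor beads (10 ug/ml final), 10 min; read AlphaScreen. Tdp1 at 1 nM final.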
TDP1 cell noCPT – qHTS for Inhibitors of human tyrosyl-DNA phosphodiesterase 1 (TDP1): qHTS in cells in absence of CPT; DT40 Tdp1-/- hTDP1 cells, no CPT, ATP luminescence, 48 h; Potency, µM (doses to about 46.2 µM), without a hit: at the highest dose activity change, negative = growth inhibition, actives largely listed as inhibitors; hit rate 15% among 420,000; AID 686978, 2013; also: nearly all actives have a fitted effect of over 55% in size
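A cellular qHTS used chicken DT40 cells lacking endogenous Tdp1 but carrying stably transfected human TDP1. Compounds were applied without camptothecin, and cell growth kinetics were judged by ATP-dependent luminescence after ≥48 hr.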
TDP1 cell CPT – growth inhibition of DT40 Tdp1-/-;hTDP1 cells with camptothecin (screen for TDP1 inhibitors). chicken DT40 Tdp1-/-;hTDP1 cells + 20 nM CPT, ATP luminescence, 48 h. Potency, µM (top dose mostly 46.2 µM), without a hit: at the highest dose activity change, negative = growth inhibition, actives largely listed as inhibitors. hit rate 12% among 420,000; also: nearly all actives have a fitted effect of over 55% in size
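Cell growth measured by CellTiter-Glo luminescence after a minimum 48 h, 37 C compound exposure with 20 nM CPT in Tdp1-knockout DT40 cells stably expressing hTDP1, seeded 400/well; qHTS titration format.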
The depositor's hits bear a star; ? = inconclusive; . = no result given; & = joins results of further samples; ! = not confirmed by another sample; [ ] = remark or other dose. Calls follow the shape of the dose curve; as a rule, active = well fitted curve in the direction sought with a large enough effect; inconclusive = small, poorly fitted or top-dose-only effect, or another doubt; inactive = no such curve, though single readings can be large; an effect the other way counts as inactive or inconclusive. % is scaled to controls: 0 for no effect and ±100 for the full control effect; potency is read from the fitted curve at half-maximal effect.

SMILES	TDP1 block	TDP1 cell noCPT	TDP1 cell CPT
CCCn1nc(C(=O)NNC(=O)c2cccc(C)c2)c2ccccc2c1=O	0%	-27%	-1%
O=C(COCc1cc(-c2ccc3c(c2)OCO3)on1)N1CCN(c2cccc(Cl)c2)CC1	-14%&0%	?	18µM*!
COc1ccc(C)cc1S(=O)(=O)n1cnc(C)c1	.	-17%	-1%
CCOCCCNC(=O)C(Cc1ccccc1)NS(=O)(=O)c1cccc2nsnc12 (stereo not drawn)	0%	-8%	0%
CCCc1c(C(=O)N/N=C/c2c[nH]c3ccccc23)nnn1-c1nonc1N	.	?	?
CCCCCOc1ccc(NC(=O)C(=O)NCC2CCCN2CC)cc1 (stereo not drawn)	1%	?	16µM*
CCC1CCCCN1CCCNC(=O)CSc1nc2nc(C)c(Cc3ccccc3)c(C)n2n1 (stereo not drawn)	4%[0.0935 µM]	-14%	0%
O=C(CCCn1c(=S)[nH]c2cc3c(cc2c1=O)OCO3)N1CCN(c2ccccc2F)CC1	3%	18µM*	?
Cc1ccc(OCC(=O)Nc2ccc([N+](=O)[O-])cc2)cc1	-1%	5%	-4%
Cc1cc(C)cc(NC(=O)C2CCCN2S(=O)(=O)c2ccc3c(c2)n(C)c(=O)c(=O)n3C)c1 (stereo not drawn)	.	-3%	4%
CC1CCc2cc(F)ccc2N1C(=O)CSc1nnc2c(n1)[nH]c1ccc(F)cc12 (stereo not drawn)	5%	?	?
O=C1c2oc3ccc(F)cc3c(=O)c2C(c2ccccc2)N1CC1CCCO1 (stereo not drawn)	2%	-29%	-27%
Cc1cc(C)n(-c2ccc(C(=O)OCC(=O)Nc3ccc(S(N)(=O)=O)cc3)cc2)n1	-5%	-12%	?
Cc1nc2sc(C)c(C)n2c(=O)c1S(=O)(=O)NCCc1ccc(Cl)cc1	3%	-8%	-14%
Nc1ccc(S(=O)(=O)NC2=NCCCCC2)cc1	4%	-11%	-21%
CCc1ccc(NC(=O)c2ccc3c(c2)c(C)c(C)n3Cc2ccccc2)cc1	0%	5.2µM*	5.8µM*
Cc1cccc(N(CC(=O)NCc2ccco2)C(=O)CCC(=O)Nc2nccs2)c1C	2%[0.0935 µM]	-14%	19%
CC(=O)NC(c1ccc(F)c(F)c1)c1nc(-c2cnn(C)c2)cs1 (stereo not drawn)	.	6%	0%
Cc1ccccc1NC(NC(=O)c1cccnc1)C(Cl)(Cl)Cl (stereo not drawn)	0%	?	?
O=C(NCc1cccc(F)c1)C1CCCN(C(=O)N2CCOc3ccccc32)C1 (stereo not drawn)	5%	0%	2%
CCOc1ccc(/C=C(/NC(=O)c2ccc(Cl)cc2)C(=O)O)cc1OCC	5%	0%	-3%
Clc1ccc(CN2CCCCCC2)cc1	.	-3%	0%
CCN1CCN(C(c2ccc(SC)cc2)c2c(O)cc(C)n(Cc3ccco3)c2=O)CC1 (stereo not drawn)	8%	-4%	-23%
COc1cc(OC)c(C2C3=C(CCCC3=O)Nc3nc4ccccc4n32)cc1OC (stereo not drawn)	2%	?	-3%
Cc1cccc(C)c1NC(=O)CN(C)C(=O)c1ccccc1Cc1ccccc1	0%	?	?
CCOC(=O)C1(Cc2cccc(F)c2)CCN(Cc2cnn(CC)c2C)CC1	-6%	?	?
O=[N+]([O-])c1cccc(N2Cc3ccccc3C2)c1	6%	?	?
CCOC(=O)c1ccc(NC(=O)CCSCCc2ccccn2)cc1	8%	13%	-4%
Cc1ccc(C(=O)n2cnnc2N)cc1	2%	-13%	9%
O=C(COc1ccccc1F)Nc1ccc(N2CCOCC2)cc1N1CCOCC1	0%	?	-27%

Taken from above:
TDP1 cell CPT result of O=C(COc1ccccc1F)Nc1ccc(N2CCOCC2)cc1N1CCOCC1 → -27%
TDP1 block result of COc1cc(OC)c(C2C3=C(CCCC3=O)Nc3nc4ccccc4n32)cc1OC (stereo not drawn) → 2%

Remaining list, next part.
SMILES	TDP1 block	TDP1 cell noCPT	TDP1 cell CPT
COc1cccc(-c2cc(C(F)(F)F)n3ncc(C(=O)O)c3n2)c1	-1%	-6%	4%
OC(COC(c1ccc(F)cc1)c1ccc(F)cc1)CN1CCCC1 (stereo not drawn)	.	?	-2%
COc1ccc(Cl)cc1NC(=O)Nc1ccc(C(=O)N2CCCC2)cc1	4%	?	?
CCOc1ccc(CCNC(=O)c2csc3c2CCCCC3)cc1	1%	-24%	?
CCc1ccc(C(=O)c2cn(CC(=O)NCCc3ccccc3)c3nc(C)ccc3c2=O)cc1	3%	?	?
Cc1ccc(F)cc1NC(=O)CCC(=O)c1cccs1	3%	0%	-1%
COc1cc(NC(=O)Cn2cnc3c(nc4n3CCCCC4)c2=O)cc(OC)c1OC	5%	22%	-1%
O=C(/C=C/c1ccco1)N1CCN(c2ccc(F)cc2)CC1	.	-13%	-14%
CCc1cc(C)cc(OCCNC(=O)c2ncn[nH]2)c1	6%	-6%	1%
N#Cc1cc2ccccc2nc1SCC(=O)Nc1ccc(S(=O)(=O)N2CCCC2)cc1	-2%	18µM*	21µM*
CCOc1ccc(-c2nnc(SCC(=O)NCc3ccccc3)nc2-c2ccc(OCC)c(OC)c2)cc1OC	1%	?	?
CC1(C(=O)NCc2ccccc2)CSCC(=O)N1Cc1ccco1 (stereo not drawn)	.	-14%	-5%
Cc1cc(NC(=O)CSc2nnc(NCc3ccco3)s2)no1	-8%	19%	1%
Cc1cccc(C(=O)N(Cc2nc3ccccc3c(=O)[nH]2)C2CCCCC2)c1	5%	?	?
COc1ccc(Cl)cc1NC(=O)NCc1ccccn1	5%	6%	-5%
O=C(CN1C(=O)NC2(CCCCC2)C1=O)NCCCSc1ccccc1	0%	-3%	-1%
COc1ccc2c(c1)c(C(=O)CN1CCCCC1)c(C)n2C	.	-13%	-1%
CCc1ccc(NC(=O)C2CCC(CNS(=O)(=O)c3ccc4c(c3)C(C)(C)C(=O)N4C)CC2)cc1 (stereo not drawn)	0%	6%	-2%
Cc1cccc(NC(=O)c2nc[nH]c2C(=O)Nc2ccccc2[N+](=O)[O-])c1	4%	2.9µM*	6.5µM*
COc1ccc(-c2coc3cc(O)ccc3c2=O)c(OC)c1O	14%[56.1 µM]	-3%	1%
COc1cc(OC)c(N(C)S(=O)(=O)c2cccc(C(=O)Nc3nccs3)c2)cc1Cl	0%	18µM*	?
O=C(/C=C/c1ccccn1)c1cc(Cl)cc(Cl)c1O	5%	?	?
CCOC(=O)c1cc(-c2ccccc2)sc1NC(=O)CN1C(=O)NC(CC)(c2ccccc2)C1=O (stereo not drawn)	2%	-19%	-26%
Cc1cc(C)n2nc(SCC(=O)NC(=O)NCc3ccco3)nc2n1	5%	?	?
Cc1nn2c(-c3ccc(F)cc3)ccnc2c1Br	.	?	-26%
Cc1ccccc1NS(=O)(=O)c1ccc(Br)s1	-4%	-3%	-10%
Cc1cc2nc(-c3ccc[nH]c3=O)n(Cc3ccc(F)cc3)c2cc1C	.	-21%	-13%
CN1CCN(c2nc3c(c(=O)n(C)c(=O)n3C)n2Cc2ccc(F)cc2)CC1	5%	-7%	-8%
O=C(NCC1COc2ccccc2O1)C1C2C=CC3(CN(Cc4cccs4)C(=O)C13)O2 (stereo not drawn)	-1%	-11%	-5%
Cc1[nH]c2ccccc2c1C(=O)COC(=O)c1c(-c2ccccc2Cl)noc1C	8%	?	?
Cc1cc(C)n(-c2nnc(NCc3ccc(Cl)cc3)nn2)n1	4%	?	-14%
COc1cccc(/C=N/Nc2ccc(S(=O)(=O)Nc3ccccc3C(=O)O)cc2[N+](=O)[O-])c1O	.	-5%	?
Cc1ccc(-n2c(N)c(C(=O)NCc3ccco3)sc2=S)cc1	5%	-29%	?
CCc1nn2c(=O)cc(COC(=O)c3cccc(NC(=O)c4ccccc4C)c3)nc2s1	1%	15µM*	21µM*
CNC(=S)Nc1cccc(Cl)c1C	-2%	6%	11%
COc1cc(S(=O)(=O)N2CCOCC2)cc(C(=O)OCC(=O)NCc2ccco2)c1OC	1%	1%	-6%
CCN(CC)CCN1C(=O)C(=O)/C(=C(/O)c2ccc(S(=O)(=O)N3CCOCC3)cc2)C1c1ccccc1 (stereo not drawn)	10%	3%	1%
CCNC(=S)N/N=C/c1c(Cl)cccc1Cl	2%	?	-7%
CC(C)c1ccc(NC(=O)CCC(=O)NCc2ccco2)cc1	.	?	?
COc1ccccc1CCn1c(=O)c(-c2ccc(Cl)cc2)nc2cncnc21	.	?	?
C[C@@H]1CN([C@@H](C)CO)C(=O)c2cc(Br)cnc2O[C@H]1CN(C)C(=O)Nc1ccc2c(c1)OCO2	.	-11%	-3%
Cc1ccc(CNC(=O)CCNS(=O)(=O)c2ccc(C)cc2)cc1	-8%	-18%	-21%
Cc1ccccc1Cn1nc(C)c(NC(=O)c2cc(-c3ccc(F)cc3)on2)c1C	-1%	?	?
O=C(NCCCn1ccnc1)c1ccc(COc2ccccc2)o1	.	-10%	-13%
CC(Oc1cccc(Cl)c1)C(=O)N1CCN(c2ncccn2)CC1 (stereo not drawn)	1%	1%	-6%
COc1ccc(Cn2c(O)c(C=Nc3ccc(C)cc3)c3ccccc3c2=O)cc1	8%	-21%	-3%
COC(=O)c1cc(NC(=O)CSc2nncn2C)cc(C(=O)OC)c1	6%	2%	-1%
CCn1c(CC(=O)Nc2cccc(OC)c2)nnc1SCC(=O)Nc1nccs1	2%	4%	-22%
CCCN1CCN(CC(=O)Nc2nncs2)CC1	4%	15%	13%
O=C(COc1ccccc1)Nc1ccc(N2CCN(C(=O)c3cccs3)CC2)cc1	10%	?	?
CCC1CN(C(=O)N2CCC(C(=O)NCCc3ccccc3OC)CC2)c2ccccc2O1 (stereo not drawn)	1%	13µM*	?
O=C(Cn1nc([N+](=O)[O-])nc1Br)NC(c1ccccc1)c1ccccc1	-5%	16µM*	21µM*
Brc1cc2c(cc1Cn1c(-c3cncs3)nc3ccccc31)OCO2	2%	?	-27%
O=C(NNS(=O)(=O)c1ccccc1F)c1ccccc1-n1cccc1	5%	15%	-13%
O=S(=O)(N/N=C/c1c(F)cccc1Cl)c1ccccc1	5%	?	?
Cc1ccc(S(=O)(=O)CCC(=O)OCC(=O)N(C)CC(=O)Nc2ccc(F)cc2)cc1	-6%	1%	-4%
CCn1c(SCC(=O)NCCc2ccc(OC)c(OC)c2)nc2c1c(=O)n(C)c(=O)n2C	4%	5%	2%
CCOC(=O)c1[nH]c(C)c(C(=O)NCc2ccc(OC)cc2)c1C	-1%	-2%	10%
O=C(CCN1CCOCC1)N1CCCC(Nc2cccc(F)c2)C1 (stereo not drawn)	-7%	0%	-16%
COc1ccc(Cn2c(=O)oc3ccccc32)cc1OC	.	?	?

Structures above with a Cl atom, in the order listed:
SMILES	TDP1 block	TDP1 cell noCPT	TDP1 cell CPT
O=C(COCc1cc(-c2ccc3c(c2)OCO3)on1)N1CCN(c2cccc(Cl)c2)CC1	-14%&0%	?	18µM*!
Cc1nc2sc(C)c(C)n2c(=O)c1S(=O)(=O)NCCc1ccc(Cl)cc1	3%	-8%	-14%
Cc1ccccc1NC(NC(=O)c1cccnc1)C(Cl)(Cl)Cl (stereo not drawn)	0%	?	?
CCOc1ccc(/C=C(/NC(=O)c2ccc(Cl)cc2)C(=O)O)cc1OCC	5%	0%	-3%
Clc1ccc(CN2CCCCCC2)cc1	.	-3%	0%
COc1ccc(Cl)cc1NC(=O)Nc1ccc(C(=O)N2CCCC2)cc1	4%	?	?
COc1ccc(Cl)cc1NC(=O)NCc1ccccn1	5%	6%	-5%
COc1cc(OC)c(N(C)S(=O)(=O)c2cccc(C(=O)Nc3nccs3)c2)cc1Cl	0%	18µM*	?
O=C(/C=C/c1ccccn1)c1cc(Cl)cc(Cl)c1O	5%	?	?
Cc1[nH]c2ccccc2c1C(=O)COC(=O)c1c(-c2ccccc2Cl)noc1C	8%	?	?
Cc1cc(C)n(-c2nnc(NCc3ccc(Cl)cc3)nn2)n1	4%	?	-14%
CNC(=S)Nc1cccc(Cl)c1C	-2%	6%	11%
CCNC(=S)N/N=C/c1c(Cl)cccc1Cl	2%	?	-7%
COc1ccccc1CCn1c(=O)c(-c2ccc(Cl)cc2)nc2cncnc21	.	?	?
CC(Oc1cccc(Cl)c1)C(=O)N1CCN(c2ncccn2)CC1 (stereo not drawn)	1%	1%	-6%
O=S(=O)(N/N=C/c1c(F)cccc1Cl)c1ccccc1	5%	?	?

Entries of single compounds, quoted from the list. Order of screens: TDP1 block | TDP1 cell noCPT | TDP1 cell CPT
CCN(CC)CCN1C(=O)C(=O)/C(=C(/O)c2ccc(S(=O)(=O)N3CCOCC3)cc2)C1c1ccccc1 (stereo not drawn) is entered as 10% | 3% | 1%
Cc1cccc(C)c1NC(=O)CN(C)C(=O)c1ccccc1Cc1ccccc1 is entered as 0% | ? | ?
